Source: PubChem BioAssay
Giardia kill – Giardia lamblia killing. Giardia lamblia trophozoite viability. activity change, % at 7.66 µM, hits read low. 0.15% of 340,000 active; in the data active means activity change below about -80%; inconclusive means between about -30% and that limit;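 further: parasites exposed to compound for two days anaerobically before the ATP read; on the % scale 0 is the no-effect control and ±100 the full control effect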
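Trophozoite viability was measured as ATP-dependent luminescence, read 15-30 min after reagent addition. Before that, parasites at 100 cells/well were exposed to compounds for 48 h, anaerobically, at 37 deg C.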
Menin MLL FP TR – displaces Texas Red mutant MLL peptide from human menin; Menin + Texas Red MLL mutant peptide, fluorescence polarization; Potency, µM (doses to about 61.6 µM), without a hit: top-dose FP activity change, negative = inhibition, actives largely listed as inhibitors; 0.23% of 270,000 active; active means well fitted inhibition curve with a large enough effect in the polarisation, with a control signal flat, not every such curve was filed as active; inconclusive means small, poorly fitted or top-dose-only effect, or effect the other way, or a change in a side signal; inactive means no such curve, though single readings can be large or run the other way; the % refers to the polarisation; further: potency means the concentration at half of the fitted maximal effect; % of control where 0% means no effect; many of its hits are not listed in these tables
KCNH2 3.1 block – blocks the human KCNH2 3.1 channel isoform; U2OS KCNH2 3.1, thallium flux FluxOr; active compounds read low; activity change, % (tested at about 1.8 µM); 0.95% of 340,000 active; AID 720553;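 active means maximum activity change below -70%; inconclusive means maximum activity change from -70% to -50%; inactive means maximum activity change above -50%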;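 further: thallium influx rate constant from kinetic fluorescence after stimulation buffer; on the % scale 0 is the no-effect control and ±100 the full control effect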
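FluxOr-based Tl+ influx in U2OS cells transduced with KCNH2 3.1 virus; rate constants normalized to DMSO controls.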
PKM2 activator – increases activity of human pyruvate kinase M2. P14618. purified PKM2, Kinase-Glo ATP luminescence, activation; response scale: 0% is enzyme alone, no compound. Potency, µM (doses to about 57.5 µM), inactives show at the highest dose activation, usual class: activators. 0.34% of 260,000 active. AID 1631; further: potency means the concentration at half of the fitted maximal effect; on the % scale 0 is the no-effect control and ±100 the full control effect; nearly all actives have a fitted effect of over 55% in size
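hPK-M2, >95% pure; 0.1 mM ADP / 0.5 mM PEP final; imidazole pH7.2 buffer w/ 7 mM MgCl2, 50 mM KCl; 1 h RT; Kinase-Glo lum. Intermediate enzyme activity for dual inhibitor/activator qHTS.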
Coupling enz – coupling enzyme interference in Giardia aldolase counter-screen; coupling enzyme system counterscreen, AmpLite Red fluorescence; activity change, negative = inhibition, % at 58.2 µM, hits read low; 0.67% of 290,000 active; in the data active means activity change below about -30%; further: on the % scale 0 is the no-effect control and ±100 the full control effect
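Coupling enzymes only (glyceraldehyde-3-phosphate) + compound, at 57.5 uM final, 10 min RT; add substrate/coupling/AmpLite Red mix, 20 min RT; fluorescence ex 525/em 598 nm. Actives flag coupling-system interference.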
USP2a block – USP2a (human) protease inhibition. O75604. USP2 core, Ub-CHOP2 coupled fluorogenic reporter, 485/531. Potency, µM (doses to about 38.3 µM), inactives show at the highest dose activity change, negative = inhibition, hits mostly inhibitors. 0.01% of 330,000 active;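 further: potency means the concentration at half of the fitted maximal effect; plate controls were DMSO wells for no effect and full inhibition by NEM control for full effect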
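Cell-free coupled assay: 10nM USP2 core preincubated 30min RT with compound in Tris-HCl pH 8.0/CaCl2/CHAPS buffer, then 25nM Ub-CHOP2 and 25nM reporter substrate; fluorescence (Ex 485/Em 531) read after 60min RT, normalized to NEM inhibition, concentration-response curves fitted.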
TRPV1 agonist – agonists of human vanilloid receptor 1 (TRPV1) | TRPV1-expressing cells, Fluo-8 calcium influx, agonist mode | activation, % at 8.33 µM | Q8NER1 | 0.19% of 320,000 active; in the data active means activation above about 80%; inconclusive means between about 30% and that limit; further: 0% is about no effect
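Fluo-8 calcium influx in TRPV1-expressing cells, kinetic read (ex 480/em 520 nm). Compound added and read 3 min for agonist activity, followed by capsaicin at EC20 final and 2 min further read for enhancement.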
GALK inh – galactokinase (human) inhibition | Potency, µM (top dose mostly 57.5 µM), inactives show at the top dose activity change, negative = inhibition, most hits filed as inhibitors | 0.007% of 270,000 active | Purified GALK, Kinase-Glo residual ATP luminescence | AID 1868; further: potency means the concentration at half of the fitted maximal effect; on the % scale 0 is the no-effect control and ±100 the full control effect
Target sequence (P51570 whole entry, looked up): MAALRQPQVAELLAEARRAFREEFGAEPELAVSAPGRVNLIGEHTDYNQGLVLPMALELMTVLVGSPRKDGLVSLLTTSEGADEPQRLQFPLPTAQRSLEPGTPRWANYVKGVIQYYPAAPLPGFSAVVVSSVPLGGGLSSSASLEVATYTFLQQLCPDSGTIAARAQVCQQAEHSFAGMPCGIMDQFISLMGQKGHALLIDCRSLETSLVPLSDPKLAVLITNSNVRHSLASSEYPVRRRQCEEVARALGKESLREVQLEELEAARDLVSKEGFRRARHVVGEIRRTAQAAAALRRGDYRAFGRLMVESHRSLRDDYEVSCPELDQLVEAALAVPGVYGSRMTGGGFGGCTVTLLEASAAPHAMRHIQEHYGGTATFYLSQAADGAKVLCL
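The enzyme phosphorylates galactose (100 uM) using ATP (35 uM); inhibition is detected as higher residual ATP, quantified by bioluminescence after 1 h reaction at room temperature, pH 8.0.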
KCNH2 WT inh – KCNH2 (human, wildtype) channel inhibition. Q12809. U2OS, BacMam KCNH2, thallium flux FluxOr; active compounds read low. activity change, % at 1.84 µM. 0.37% of 340,000 active;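 active means maximum activity change below -70%; inconclusive means maximum activity change between -70% and -50%; inactive means maximum activity change above -50%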; further: on the % scale 0 is the no-effect control and ±100 the full control effect
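U2OS cells transduced with wild-type KCNH2 virus are loaded with FluxOr dye for 45 min, and thallium flux is measured in kinetic reads before and after stimulation buffer. Rate constants are normalized to DMSO controls.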
B2AR arrestin – beta2AR (human) beta-arrestin recruitment activity; 0.02% of 330,000 active; beta-arrestin recruitment to beta2AR, cell-based reporter; P07550; Potency, µM (top dose mostly 46.1 µM), for the others: top-dose activation, hits mostly activators;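 further: potency means the concentration at half of the fitted maximal effect; 0% = DMSO controls and full agonism = EC100 isoproterenol or metaproterenol; nearly all actives have a fitted effect of over 65% in size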
Target sequence (P07550 whole entry, looked up): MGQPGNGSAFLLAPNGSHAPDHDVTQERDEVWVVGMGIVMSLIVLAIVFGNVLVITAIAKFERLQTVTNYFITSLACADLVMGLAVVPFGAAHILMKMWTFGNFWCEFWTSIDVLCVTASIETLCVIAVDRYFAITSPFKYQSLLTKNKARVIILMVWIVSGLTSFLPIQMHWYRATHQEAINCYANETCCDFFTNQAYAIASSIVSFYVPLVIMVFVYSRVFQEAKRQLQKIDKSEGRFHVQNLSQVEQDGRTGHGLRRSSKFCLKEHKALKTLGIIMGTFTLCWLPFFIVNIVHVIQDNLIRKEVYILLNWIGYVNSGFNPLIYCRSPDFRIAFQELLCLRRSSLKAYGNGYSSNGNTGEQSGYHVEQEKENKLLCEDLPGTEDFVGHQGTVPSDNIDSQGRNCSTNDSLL
CXXC DNA block – inhibitors of human MLL CXXC domain-DNA interaction. Potency, µM (titrated, usually from 115 µM), for the others: at the top dose activity change, negative = inhibition, most hits filed as inhibitors. 0.037% of 290,000 active. MLL-CXXC / FITC-HOXA9 DNA fluorescence polarization; active means well fitted inhibition curve with a large enough effect in the polarisation, with a control signal flat, not every such curve was filed as active; inconclusive means small, poorly fitted or top-dose-only effect, or effect the other way, or a change in a side signal; inactive means no such curve, though single readings can be large or run the other way; the % refers to the polarisation; further: potency means the concentration at half of the fitted maximal effect
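Purified MLL-CXXC (added from a 7 uM solution) was preincubated 5 min at ambient with pinned compounds in 50 mM Tris-HCl pH 7.5, 50 mM NaCl, 1 mM DTT, 0.05% BSA. Fluorescein-labeled HOX-A9 DNA (50 nM solution) followed, 30 min, then polarization read.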
The depositor's hits bear a star; ? = inconclusive; / = no result given; [ ] = remark or other dose. Unless noted, the call rests on the fitted dose curve; in most records, active means well fitted curve in the direction sought with a large enough effect; inconclusive means small, poorly fitted or top-dose-only effect, or another doubt; inactive means no such curve, though single readings can be large; an effect the other way counts as inactive or inconclusive. The list is partial, so the mix of outcomes need not match the whole.

Results follow in this order: B2AR arrestin | Coupling enz | TRPV1 agonist | CXXC DNA block | USP2a block | KCNH2 WT inh | GALK inh | Giardia kill | PKM2 activator | KCNH2 3.1 block | Menin MLL FP TR
CCN(CCn1cccn1)C(=O)CCc1nnc(C2(c3ccc(Cl)cc3)CCC2)o1
→ 0.1% | 1 | 1 | -8% | 1% | -137* | 0% | 4 | 4% | -194* | -19%
CCc1cccc(C)c1NC(=O)c1ccc2c(c1)CCN2S(C)(=O)=O
→ -0.1% | 2 | 5 | 6% | 0% | 3 | 3% | -1 | / | -21 | 2%
Cc1cc(C(F)(F)F)n(-c2nc(C(=O)NNS(=O)(=O)c3ccccc3)cs2)n1
→ 0.0% | 3 | 1 | 4% | 3% | -4 | 2% | 2 | 8% | 7 | -6%
O=C(O)C1Nc2c(O)cccc2C2C=CCC12 (stereo not given)
→ -0.6% | -6 | -1 | 0% | ? | -1 | 1% | -2 | ? | -2 | ?
Cc1c(C(=O)NCc2ccco2)sc2nc(-c3ccccc3)cn12
→ 0.4% | -1 | 9 | -2% | 0% | -9 | 1% | 4 | -5% | 23 | -13%
CCOC(=O)C(Cc1ccc(OC)c([N+](=O)[O-])c1)NC(=O)CCC(=O)Nc1ccc(OC)cc1 (stereo not given)
→ -0.4% | 1 | 0 | -22% | 4% | 15 | -1% | -10 | -31% | 4 | 6%
Cc1ccc(-c2cc(=O)c3cc(F)ccc3[nH]2)cc1
→ -0.3% | 1 | 27 | 9% | 0% | 5 | / | -8 | 0% | -14 | 2%
COc1ccc(CCNS(=O)(=O)c2ccc(Br)s2)cc1
→ 0.0% | / | 16 | 4% | 1% | 0 | -3% | -22 | 3% | 0 | /
COc1ccc(C(=O)/C=C/c2ccc(OC)c(Cn3nnc4ccccc43)c2)cc1
→ 0.2% | -1 | 4 | 10% | 1% | -3 | 1% | 20 | 4% | -11 | 13%
CC1CCCC(C)N1CCNC(=O)Cn1nc(-c2ccccc2)ccc1=O (stereo not given)
→ 0.2% | 5 | 0 | -4% | -1% | 3 | 4% | -2 | -27% | 10 | -1%
Cn1c(=O)c2c(nc(Sc3ncccn3)n2Cc2ccccc2Cl)n(C)c1=O
→ -0.2% | -1 | 4 | -2% | -4% | 18 | 1% | 11 | -13% | -14 | 0%
O=C(Cc1cccs1)Nc1ccc2c(c1)C(=O)OC2
→ -0.1% | 1 | 6 | -20% | 0% | 0 | 1% | 5 | -8% | 7 | 3%
Cc1ccc(CS(=O)(=O)CCC(=O)NCCC2=CCCCC2)cc1
→ -0.1% | 0 | ? | -5% | 0% | 4 | -1% | 8 | 10% | 1 | 10%
COc1ccc(CCNC(=O)CO/N=C/c2cc3c(cc2Br)OCO3)cc1OC
→ 0.0% | 4 | -10 | 15% | -3% | -6 | -2% | -3 | 4% | 0 | 8%
CCN(CC)CCOC(=O)c1ccc(Cl)cc1Cl
→ 0.3% | 2 | 0 | 14% | -2% | 0 | 0% | -9 | 3% | -2 | -12%
CC1CCCCC1NC(=O)CN1C(=O)c2cccc(N)c2C1=O (stereo not given)
→ -1.1% | 2 | 4 | -2% | 5% | -1 | -1% | 3 | 0% | 21 | 5%
COc1ccc2[nH]c3c(c2c1)CCN1C(=O)C(CC(=O)NCCCN(C)C)C[C@H](C(=O)N2CCOCC2)[C@@]31CCC1CCCC1 (stereo not given in full)
→ -2.1% | / | / | / | 2% | -20 | / | 22 | / | 7 | /
O=C(O)CCCNS(=O)(=O)/C=C/c1ccccc1
→ 0.3% | -2 | 5 | -1% | 3% | -8 | 0% | 2 | -2% | 0 | -9%
O=C(O)Cn1c(Cc2ccccc2)nc2ccccc21
→ 0.2% | -1 | -1 | -4% | -1% | 18 | 0% | 1 | -3% | 3 | 12%
Cc1ccc(-c2csc(NC(=O)CSc3nc4ccccc4[nH]3)n2)cc1
→ 0.0% | -3 | 2 | 14% | -2% | 4 | -2% | -13 | 19% | / | ?

Copied from the list.
Menin MLL FP TR, CCN(CC)CCOC(=O)c1ccc(Cl)cc1Cl reads -12%
KCNH2 WT inh, COc1ccc(C(=O)/C=C/c2ccc(OC)c(Cn3nnc4ccccc43)c2)cc1 reads -3
Giardia kill, COc1ccc2[nH]c3c(c2c1)CCN1C(=O)C(CC(=O)NCCCN(C)C)C[C@H](C(=O)N2CCOCC2)[C@@]31CCC1CCCC1 (stereo not given in full) reads 22
B2AR arrestin, CC1CCCC(C)N1CCNC(=O)Cn1nc(-c2ccccc2)ccc1=O (stereo not given) reads 0.2%
KCNH2 3.1 block, CCc1cccc(C)c1NC(=O)c1ccc2c(c1)CCN2S(C)(=O)=O reads -21

Next structures
Results follow in this order: B2AR arrestin | Coupling enz | TRPV1 agonist | CXXC DNA block | USP2a block | KCNH2 WT inh | GALK inh | Giardia kill | PKM2 activator | KCNH2 3.1 block | Menin MLL FP TR
CCOC(=O)c1c(-c2ccccc2)c(C(C)=O)c(=O)n(C)c1C
→ 0.0% | 2 | 1 | 1% | 0% | 18 | 2% | 12 | 4% | 7 | -5%
CCn1nnnc1-c1ccc(OC)c(S(=O)(=O)N2CCCCC2)c1
→ -0.8% | 6 | -3 | -9% | -1% | 0 | 1% | 3 | -7% | -6 | 0%
Cc1cc(C)c(NC(=O)CSc2cccc[n+]2[O-])c(C)c1
→ -0.5% | / | / | / | 1% | 3 | / | 15 | / | -4 | /
O=C(CNC1CCCCC1)N1CCc2ccccc2C1
→ 0.1% | -6 | -1 | -6% | 5% | 8 | 0% | 9 | -6% | -5 | -16%
CCOc1cc(C(=S)N2CCOCC2)ccc1OS(=O)(=O)c1ccc(NC(C)=O)cc1
→ 0.3% | 9 | 1 | 10% | -1% | 2 | 1% | 1 | 8% | -3 | -12%
Cc1cc(C(=O)O)c(C)n1-c1ccccc1
→ -0.5% | 2 | -5 | -4% | 2% | -1 | -2% | -4 | -5% | 12 | 6%
O=C(CC(=O)c1ccccc1)Nc1ccccc1C(F)(F)F
→ 0.1% | 2 | -1 | -7% | 3% | 18 | 1% | 15 | / | -4 | 23%
CCN(CC)C(=O)CN(C#N)c1nc(OC)nc(N(C)C)n1
→ 0.1% | -1 | 5 | -9% | -1% | 5 | 5% | -2 | 1% | 16 | 3%
CN(C)c1ccc(S(=O)(=O)NCC(=O)OCC(=O)Nc2cc(Cl)cc(Cl)c2)cc1[N+](=O)[O-]
→ -0.9% | -1 | -14 | 7% | -3% | -20 | 3% | 8 | 0% | -14 | 14%
O=C(N[C@@H](Cc1c[nH]c2ccccc12)C(=O)O)C1CCN(S(=O)(=O)c2cccs2)CC1
→ -0.4% | 21 | -6 | 0% | 1% | 0 | 5% | 35[activator] | / | 4 | 1%
O=C(CSc1nnc(-c2cccnc2)o1)Nc1cccc(Cl)c1
→ -0.1% | -16 | 1 | -1% | 2% | -2 | 2% | 7 | / | -3 | /
O=C(Nc1cccc2cccnc12)c1cccc([N+](=O)[O-])c1
→ 0.1% | -4 | 10 | 18% | -2% | -7 | 2% | -21 | 5% | -19 | 22%
O=C(CN1CCOCC1)N/N=C/c1ccco1
→ -0.9% | 2 | 1 | 1% | -1% | -6 | 4% | -5 | 9% | -3 | 23%
COc1ccc2c(c1)C(C)=CC(C)(C)N2S(=O)(=O)c1ccc(Br)cc1
→ -0.2% | 6 | 12 | -2% | 3% | 7 | 7% | 7 | -2% | 9 | 0%
CC(=O)N1N=C(c2ccccc2)OC12CCCC2
→ -0.2% | 0 | 2 | -2% | 2% | -3 | 5% | 3 | -5% | 17 | -3%
COc1ccccc1C(=O)NCCc1c(C)[nH]c2c(C)ccc(F)c12
→ -0.3% | 0 | ? | -4% | 3% | -8 | 0% | -7 | 3% | -5 | ?
O=C(C#Cc1ccccc1)Nc1ccc(F)cc1
→ -0.1% | -4 | ? | -20% | -1% | 4 | 0% | 20 | 0% | -24 | 11%
Cc1ccc(-c2cc(C(=O)NCC3CCCO3)no2)cc1 (stereo not given)
→ 0.2% | -1 | ? | -3% | 0% | 10 | 0% | -13 | 10% | 4 | -11%
CCOc1ccc2nc(/N=C/c3c(C)[nH]n(-c4ccc(C)cc4)c3=O)sc2c1
→ -0.1% | 2 | 2 | 3% | 2% | -5 | / | -3 | -72% | 2 | ?

Some of these compounds in order of the Menin MLL FP TR value, smallest number first.
| mol | Menin MLL FP TR |
| --- | --- |
| CC(=O)N1N=C(c2ccccc2)OC12CCCC2 | -3% |
| Cc1cc(C(=O)O)c(C)n1-c1ccccc1 | 6% |
| O=C(CC(=O)c1ccccc1)Nc1ccccc1C(F)(F)F | 23% |
